Screening results (PubChem BioAssay)
hIAP activ: human IAP activators, primary screen, biochemical, luminescence, uHTS | Intestinal-type alkaline phosphatase (Homo sapiens), P09923 | purified human IAP, CDP-Star luminescence, 30 min; stronger effect = higher value; 1 = vehicle-only enzyme, 0 = enzyme-free background | activation factor at 10 µM | 330,000 tested, 0.16% active | AID 2524, 2010;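 active means activation factor of the enzyme at least 2-fold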; further: the source names both 10 and 20 µM as test concentration; values of inactives mirror those of a sister screen read the other way
ATG4B inhibitor: ATG4B protease inhibitors, primary screen, biochemical, fluorescence, uHTS. inhibition, % at 8.33 µM. ATG4B cleavage of LC3-PLA2, NBD-HPC fluorescence, 1 h. Cysteine protease ATG4B (Homo sapiens), Q9Y4P1. 340,000 tested, 0.51% active; in the data active means inhibition above about 40%
Target sequence (Q9Y4P1 whole entry, looked up): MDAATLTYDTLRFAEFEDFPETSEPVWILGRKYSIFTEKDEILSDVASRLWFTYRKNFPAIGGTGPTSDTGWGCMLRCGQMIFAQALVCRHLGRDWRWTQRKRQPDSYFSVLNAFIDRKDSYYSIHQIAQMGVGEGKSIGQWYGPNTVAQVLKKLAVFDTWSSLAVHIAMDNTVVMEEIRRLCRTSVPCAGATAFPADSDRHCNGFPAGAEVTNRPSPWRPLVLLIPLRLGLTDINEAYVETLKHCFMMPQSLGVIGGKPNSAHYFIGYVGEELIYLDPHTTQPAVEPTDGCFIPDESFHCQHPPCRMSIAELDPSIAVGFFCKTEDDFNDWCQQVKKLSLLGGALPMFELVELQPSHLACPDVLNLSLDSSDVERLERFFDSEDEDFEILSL
MPTP block: mitochondrial permeability transition pore inhibitors, primary screen, biochemical, isolated mouse mitochondria, absorbance. Ca2+ swelling absorbance, 30 min. inhibition, % at 10 µM. 360,000 tested, 1.4% active. AID 602449, 2012;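 active means inhibition of 50% or more, scaled per plate between neutral and stimulator controls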;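 further: 0% = DMSO wells given calcium and 100% = 1 mM EGTA wells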
NR3A LBD binder: binders of NR3A ligand-binding domain, primary screen, biophysical, differential scanning fluorimetry, uHTS. Glutamate receptor ionotropic, NMDA 3A (GRIN3A) ligand-binding domain. NR3A LBD differential scanning fluorimetry, Tm shift; 0% = protein alone, 100% = glycine-bound protein. Tm shift relative to glycine control, % at 25 µM. 340,000 tested, 2.5% active;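 active means melting temperature shift of at least 10% of the positive control shift, at one fixed dose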
SENP6 inh: SENP6 protease inhibitors, primary screen, biochemical, luminescence, uHTS | Sentrin-specific protease 6 (Homo sapiens), Q9GZR1 | Recombinant SENP6 catalytic domain, aminoluciferin luminescence | inhibition, % at 10 µM | 330,000 tested, 1.8% active | AID 2599, 2010;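 active means inhibition above about 50% at the single tested dose, limit read from the data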;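 further: plate controls were DMSO wells with enzyme for no effect and DMSO wells lacking enzyme for full effect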
Target sequence (Q9GZR1 628-1112 limits assumed): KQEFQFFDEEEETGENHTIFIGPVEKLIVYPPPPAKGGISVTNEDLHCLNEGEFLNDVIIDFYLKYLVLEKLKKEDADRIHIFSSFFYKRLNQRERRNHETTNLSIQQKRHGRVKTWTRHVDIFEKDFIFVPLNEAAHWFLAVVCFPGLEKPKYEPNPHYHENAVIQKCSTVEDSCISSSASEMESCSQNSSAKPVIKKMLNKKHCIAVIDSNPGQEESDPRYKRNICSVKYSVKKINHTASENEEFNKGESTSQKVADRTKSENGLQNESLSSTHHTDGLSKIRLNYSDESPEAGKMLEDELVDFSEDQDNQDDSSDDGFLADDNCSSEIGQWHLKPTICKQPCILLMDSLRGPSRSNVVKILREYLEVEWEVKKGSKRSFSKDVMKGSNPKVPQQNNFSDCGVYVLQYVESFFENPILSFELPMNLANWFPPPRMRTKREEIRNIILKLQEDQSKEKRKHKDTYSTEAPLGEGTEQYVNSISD
SENP8 block: human SENP8 protease inhibitors, primary screen, biochemical, fluorescence, Nedd8 protein substrate, uHTS | 360,000 tested, 0.64% active | Sentrin-specific protease 8 (Homo sapiens), Q96LD8 | AID 602440, 2012 | inhibition, % at 20 µM | recombinant SENP8; in the data active means inhibition mostly above about 40%, no sharp cut-off; inactive means mostly below about 27%
Target sequence (Q96LD8 whole entry, looked up): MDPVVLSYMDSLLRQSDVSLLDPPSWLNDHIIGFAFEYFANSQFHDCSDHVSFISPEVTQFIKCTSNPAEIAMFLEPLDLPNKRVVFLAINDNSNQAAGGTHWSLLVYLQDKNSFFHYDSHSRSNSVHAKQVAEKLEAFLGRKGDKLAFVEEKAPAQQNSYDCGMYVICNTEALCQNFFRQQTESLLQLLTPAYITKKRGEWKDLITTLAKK
SENP1 FRET inh: human SENP1 catalytic domain inhibitors, primary screen, biochemical, FRET, uHTS. 360,000 tested, 0.21% active. inhibition, % at 10 µM. recombinant SENP1 catalytic domain, CyPet-SUMO1-YPet FRET cleavage;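 active means inhibition at least 30% at 10 µM, raw YFP signal under a set limit, fluorescence ratio 0.5 to 1.5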;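 further: 0% = enzyme with DMSO and 100% = no enzyme wells; some results filed as inactive read as strong as hits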
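Test system: hSENP1 catalytic domain, recombinant; Amount: 20 pM final SENP1 enzyme; Medium: Tris pH 8 buffer plus EDTA, NaCl, BME, BSA, NP40, catalase; Schedule: 50 min enzyme reaction, room temperature, light-protected; Technique: FRET fluorescence in CFP and YFP emission channels; Controls: no-enzyme wells low, DMSO-plus-enzyme wells high control.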
PfG6PD inh: PfG6PD enzyme inhibitors, primary screen, biochemical, fluorescence intensity, uHTS; 350,000 tested, 0.78% active; inhibition, % at 20 µM; AID 504690, 2011; PfGluPho enzyme, NADPH resazurin-diaphorase fluorescence; glucose-6-phosphate dehydrogenase-6-phosphogluconolactonase (Plasmodium falciparum 3D7);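 active means inhibition reaching at least a set limit at 20 µM in the primary screen, cut at about 59% in these data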;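 further: 0% = DMSO wells with substrate and 100% = DMSO wells lacking glucose-6-phosphate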
Active calls of the source: *; i = inactive; x = not tested or not shown.

SMILES	hIAP activ	ATG4B inhibitor	MPTP block	NR3A LBD binder	SENP6 inh	SENP8 block	SENP1 FRET inh	PfG6PD inh
O=C(O)c1ccc(S(=O)(=O)N(Cc2cccs2)CC2CCCO2)cc1 (configuration not stated)	0.96	-6	0.6	0	3	16	3	-59
O=C(Nc1cc(F)cc(F)c1)c1sc(Cl)nc1-c1ccccc1	0.9	-1	30	-7	5	-4	3	-3
CC(O)Cc1cn([C@@H](CCCCN)C(=O)N2CCNCC2)nn1 (some centres not stated)	1	-8	-2.9	-7	6	11	1	4
c1c2c(cc3sc(N4CCCCC4)nc13)OCO2	0.9	11	-1.5	0	101*	-9	-91	37
c1ccc(C[C@H]2CN=C(Nc3ccccc3)N2CCC2CCCC2)cc1	0.97	-10	8.0	0	-1	20	-2	0
NC(=O)COC(=O)c1ccc(S(=O)(=O)N2CCCCCC2)cc1	1.1	6	0.5	1	-1	19	-3	-7
CCn1c(SCC(=O)NNC(=O)c2ccccc2)nnc1-c1ccco1	1.1	-12	-1.0	0	-17	16	-1	-5
O=C1C2C3C=CC(CC3)C2C(=O)N1/N=C/c1ccco1 (configuration not stated)	0.81	-7	-0.4	-2	-38	-1	0	4
COc1ccc(-c2cc(C(=O)N3CCN(C(c4ccccc4)c4ccccc4)CC3)no2)cc1	0.9	-8	1.6	-2	-14	11	0	9
CCOC(=O)C1=C(O)C(=O)N(c2ccc(S(N)(=O)=O)cc2)C1c1ccc([N+](=O)[O-])cc1 (configuration not stated)	1	-3	2.1	0	-2	7	4	9
CN(CC(=O)Nc1ccccc1C(F)(F)F)C(=O)c1ccccc1Sc1ccccc1C#N	1.1	7	1.0	1	-8	8	1	-4
CC(C)NC(=O)c1ccc(-n2nc(C(F)(F)F)c3c2CCCC3)cc1	0.9	-2	0.8	0	8	20	-2	2
CCn1ncc(Br)c1C(=O)Nc1cccc(F)c1	1.1	-39	0.3	4	-7	15	-2	5
Cc1ccn2c(=O)nc(SCC(=O)NCc3ccccc3Cl)nc2c1	1.1	1	-0.1	0	-4	-109	-34	17
[O-]/[N+](=C\c1ccc(F)cc1)c1ccccc1	1.7	-16	0.4	-1	-4	20	3	40
Cc1ccc2nc(SCC(=O)c3cc(C)n(C)c3C)[nH]c2c1	1.1	-1	-1.4	1	-21	26	1	-10
COc1cccc(OCC(=O)N2CCC3(CC2)CC(=O)c2ccccc2O3)c1	0.94	1	-0.4	2	-4	-41	-1	-8
CSCC(=O)N1CCC(n2nccc2NC(=O)c2ccc3c(c2)OCO3)CC1	0.77	9	-0.1	1	0	21	2	-1
CCOc1ccc(CN2C(=O)c3ccccc3C2C(=O)NCc2cccnc2)cc1 (configuration not stated)	0.86	-2	-0.9	-2	9	6	-3	13
C/C(CC(=O)NC1CCCCC1)=N\NC(=O)c1ccc(Br)cc1	1.1	5	0.2	0	-7	6	-1	-2
CN(C)c1ccc(-c2sc(Nc3ccccc3)n[n+]2-c2ccc(F)cc2)cc1	1.1	15	20	-3	-12	-405	16	16
COc1ccc(CNC(=S)Nc2ccc(-c3ccccc3)cc2)cc1	1.1	-1	18	6	16	17	2	-12
Cc1ccc(CCNC(=O)C2CCCN2S(=O)(=O)c2ccc3c(c2)CCC(=O)N3)cc1 (configuration not stated)	0.84	5	-0.1	-3	-8	10	0	2
COCc1cc(C)nc2sc(C(=O)NC3CCCCC3)c(N)c12	1	4	1.0	-10	-13	-33	-9	9
CCOC(=O)C1=C(C)NC(C)=C(C(=O)OCC)C1C(=O)OCC(=O)N(C)C1CCS(=O)(=O)C1 (configuration not stated)	0.99	3	-0.7	-1	5	-231	-6	4

(listing goes on)
SMILES	hIAP activ	ATG4B inhibitor	MPTP block	NR3A LBD binder	SENP6 inh	SENP8 block	SENP1 FRET inh	PfG6PD inh
CCNC(=S)NNc1ccccc1	0.94	-5	1.3	0	0	43*	0	0
CN1CCc2c(sc3c2c(=O)n(-c2ccccc2)c2nnc(SCc4ccccc4)n32)C1	0.87	-15	-0.1	1	4	-224	-17	60*
Cc1ccc(S(=O)(=O)Nc2ccc(N(C)S(=O)(=O)c3ccc(C)cc3)cc2)cc1	0.93	-2	7.8	-6	8	18	1	11
CC(=O)OC1CCC2(C)C(COc3ccc4ccc(=O)oc4c3)C(C)(O)CCC2C1(C)C (configuration not stated)	0.93	-16	-7.6	-1	-1	-376	-9	-22
CC1CN(C(=O)c2cccn(Cc3c(Cl)cccc3Cl)c2=O)CC(C)O1 (configuration not stated)	1.1	-2	-0.9	-2	-7	-3	1	-4
COc1ccc(CCNC(=O)COC(=O)c2ccc(OC)cc2OC)cc1	1.2	-3	-2.7	0	0	23	-1	10
COc1cc(OC)cc(-c2c(-c3cccs3)c3cc(-c4ccn[nH]4)ccc3n2C)c1	1.2	6	0.5	-10	6	i	-12	-6
CCS(=O)(=O)c1c(S(=O)(=O)CC)c2ccccn2c1C(N)=O	1.1	-3	1.9	4	-8	-10	-3	-6
Oc1c(Br)cc(CNC2CCCCC2)cc1Br	x	2	1.3	0	x	13	1	19
CC(C)n1c(CCCO)nc2ccccc21	1	-2	1.1	1	4	-6	1	7
Cc1cnc(C(=O)OCC(=O)Nc2sc3c(c2C(N)=O)CCCC3)cn1	0.94	-8	-0.5	-1	-13	-1	-4	38
COc1ccc(OCCSCc2nnc(NC(=O)Nc3ccc(Cl)cc3)s2)cc1	1.6	-6	94*	2	14	10	-2	2
CCCCCc1cc(=O)oc2c(C(CCN3CCN(c4ccccc4)CC3)c3ccc(N(C)C)cc3)c(OC)cc(OC)c12 (configuration not stated)	0.83	4	2.0	0	-5	-2	1	3
CCN(CC(=O)Nc1ccc(Cl)c(S(=O)(=O)N(C)C)c1)Cc1nc2ccccc2c(=O)[nH]1	1.5	-21	0.5	-2	7	-15	-24	9
O=c1[nH]c(/C=C\c2cccc(O)c2)nc(O)c1[N+](=O)[O-]	0.95	4	1.8	2	5	20	3	-15
CC1CCN(C(=O)c2ccc(NS(=O)(=O)c3ccccc3)cc2)CC1	1	9	0.0	-2	-9	7	0	-18
Cc1ccc(C2(C)NC(=O)N(CC(=O)Nc3ccc(N4CCOCC4)cc3N3CCOCC3)C2=O)cc1 (configuration not stated)	0.91	9	-1.0	1	-15	10	2	11
Cc1cccc(CC(=O)Nc2ccc(C(=O)N3CCOCC3)cc2)c1	0.92	1	-1.2	-2	5	9	-3	3
CC(C)N(Cc1ccccc1)C(=O)CC(=O)N(Cc1ccccc1)C(C)C	0.85	-5	-1.8	0	6	-21	-9	9
O=C(CCC(=O)c1cccs1)OCC(=O)c1ccccc1	1	2	-0.8	-2	-2	0	4	5
O=C(Cn1c(=O)[nH]c2ccsc2c1=O)N1CCN(c2ccc(F)cc2)CC1	0.92	-3	x	2	-10	x	x	-12
COC(=O)C1CCN(c2nc3ccccc3nc2C(C#N)C(=O)OCC(C)C)CC1 (configuration not stated)	1	0	2.3	2	-12	3	-24	14
CCCCCC(=O)N/N=C/c1ccc([N+](=O)[O-])o1	1.2	10	1.9	-1	3	28	-7	11
Cc1ccc(C(=O)Nc2nc(COc3ccccc3)cs2)s1	0.93	4	4.1	29*	-12	-6	4	8
CCOC(=O)c1c(N)sc2c1CCC1C(=O)N(C3CCCCC3)C(=O)C21 (configuration not stated)	1	-1	0.4	13*	8	-192	6	47

An excerpt from above in order of the PfG6PD inh value, rising:
mol	PfG6PD inh
CCNC(=S)NNc1ccccc1	0
COc1ccc(OCCSCc2nnc(NC(=O)Nc3ccc(Cl)cc3)s2)cc1	2
Cc1cccc(CC(=O)Nc2ccc(C(=O)N3CCOCC3)cc2)c1	3
CC(C)n1c(CCCO)nc2ccccc21	7
CC(C)N(Cc1ccccc1)C(=O)CC(=O)N(Cc1ccccc1)C(C)C	9

More compounds follow:
SMILES	hIAP activ	ATG4B inhibitor	MPTP block	NR3A LBD binder	SENP6 inh	SENP8 block	SENP1 FRET inh	PfG6PD inh
COc1ccc(C(=O)N2CCN(C)C(C)C2)cc1OC1CCN(C(C)=O)CC1 (configuration not stated)	1.1	0	-1.3	-1	3	6	1	2
O=c1[nH]nc(-c2ccc(F)cc2)cc1Cc1ccc(F)cc1	1.1	3	2.0	2	-40	13	-1	-6
CCCCc1ccc(NC(=O)COCC)cc1	0.95	5	-2.1	4	16	18	0	-13
O=C(CN1CCCC1)Nc1sc2c(c1C(=O)Nc1ccccc1)CCCC2	1.1	7	-0.8	2	-3	-10	2	11
CCOC(=O)N1CCN(C(=O)c2ccc(CNS(=O)(=O)c3ccc(C)cc3)cc2)CC1	1.1	-11	-2.6	0	0	23	1	3
COc1cccc(NC(=O)CN(C)C(=O)CCSc2ccc(C)cc2)c1	0.97	-65	-0.4	0	-5	5	0	9
Cc1ccc(S(=O)(=O)CCC(=O)Nc2ccc3c(c2)OCO3)cc1	0.83	-6	-1.5	0	-6	18	-1	-5
O=C1C=CC(O)(c2cc(=O)c3c(O)cc(O)cc3o2)C=C1	0.86	8	0.6	-15	-7	23	4	52
Cc1cc(Nc2ccc(C)c(Br)c2)n2nc(C)nc2n1	1.1	1	-0.9	2	-3	2	-103	-15
CCn1c(SCC(=O)Nc2ccccc2C(=O)OC)nnc1-c1ccoc1C	1	2	3.0	4	-3	10	-1	17
CCCNc1ncnc2onc(C)c12	1.1	0	0.1	-2	-22	12	1	-17
O=C(NCc1ccc(F)cc1)C(=O)NCC1OCCN1S(=O)(=O)c1ccc2c(c1)OCCO2 (configuration not stated)	0.99	-10	-0.8	-2	-8	24	2	-1
O=C(CNC(=O)c1ccccc1Br)N/N=C\c1cc([N+](=O)[O-])cc(Br)c1O	1.3	-2	-5.4	2	-9	12	-12	-28
COc1ccc(Cc2nn3c(Cn4nnc5ccccc54)nnc3s2)cc1	0.99	-1	-1.8	1	-7	6	2	42
O=C(N/N=C\c1cccc(Cl)c1)c1ccc(Cn2cccn2)o1	0.99	4	0.8	-3	-10	12	0	15
O=C(O)CSc1nnc(-c2cccc(S(=O)(=O)N3CCCCC3)c2)o1	1.1	2	-0.5	1	0	8	3	-9
Cc1ccc(NC(=O)CSc2nc3ccccc3nc2N2CCOCC2)cc1	1	-9	-1.8	-7	-10	-67	1	9
CC1CCc2c(c3ccccc3n2C(=O)CCl)C1 (configuration not stated)	1.2	-2	0.8	3	-4	8	-3	12
O=C(NC(=S)Nc1ccccc1Br)C1CC1	0.81	4	-0.6	1	-2	3	1	-15
O=C1OC(/C(=C\Nc2cc(Cl)ccc2O)[N+](=O)[O-])c2ccccc21 (configuration not stated)	0.99	-9	21	0	5	28	2	-10
C#CCN1C(=O)S/C(=C/C=C/c2ccc(N(C)C)cc2)C1=O	x	-3	5.0	-3	x	32	-25	31
COCCN1C(=O)C(=O)/C(=C(/O)c2ccc(S(=O)(=O)N3CCOCC3)cc2)C1c1cccc(O)c1 (configuration not stated)	1.1	-12	7.1	-2	-2	16	1	-14
CCOC(=O)N1CC(=O)Nc2ccc(Br)cc2C1c1ccccc1 (configuration not stated)	0.81	-3	-0.7	-2	-18	19	3	12

Compound profiles (already shown). Order of screens: hIAP activ | ATG4B inhibitor | MPTP block | NR3A LBD binder | SENP6 inh | SENP8 block | SENP1 FRET inh | PfG6PD inh
`O=C1OC(/C(=C\Nc2cc(Cl)ccc2O)[N+](=O)[O-])c2ccccc21` (configuration not stated) as listed: 0.99 | -9 | 21 | 0 | 5 | 28 | 2 | -10
`C#CCN1C(=O)S/C(=C/C=C/c2ccc(N(C)C)cc2)C1=O` as listed: x | -3 | 5.0 | -3 | x | 32 | -25 | 31
